# M1AAP inhibition: P. falciparum M1AAP inhibitors, biochemical, fluorogenic H-Leu-NHMec substrate, 1536-well (AID 1445); Aminopeptidase N (Plasmodium falciparum (isolate 3D7)); recombinant M1AAP, H-Leu-NHMec fluorogenic kinetic assay; higher % means a stronger effect; inhibition, % at 30 µM; hits with a dose series show IC50 in µM; 0.42% of 220,000 active;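 active means primary inhibition above the hit cutoff, then over 50% inhibition at one or more dose response concentrations, cut at about 23% in these data, passing the limit was not always enough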;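 further: plate controls were DMSO full reaction for no effect and no enzyme background for full effect; strong numbers were not always called active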
# West Nile virus CPE: West Nile virus antiviral activity, cell-based, CPE readout (AID 1621); West Nile virus-infected cells, CPE inhibition; higher % means a stronger effect; CPE inhibition, % at 10 µM, or IC50 in µM where a hit was titrated; 0.02% of 290,000 active; in the data active means a potency from the dose series; further: strong numbers were not always called active
# PMI inhibition: human PMI inhibitors, high substrate, primary screen, biochemical, fluorescence intensity, high mannose 6-phosphate (AID 1220) | recombinant PMI enzyme, coupled fluorescence intensity; higher % means a stronger effect | 0.66% of 190,000 active | inhibition, % at 20 µM, or IC50 in µM where a hit was titrated
# human PMI inhibition: inhibitors of human PMI, primary screen, biochemical, fluorescence intensity, coupled assay (AID 1209); Mannose-6-phosphate isomerase (Homo sapiens); purified PMI enzyme, coupled fluorescence intensity; higher % means a stronger effect; inhibition, % at 20 µM, or IC50 in µM where a hit was titrated; 0.42% of 190,000 active;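 further: plate controls were DMSO vehicle for no effect and wells lacking substrate for full effect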
# TNAP activators: human TNAP enzyme activators, primary screen, biochemical, luminescent, no phosphate acceptor, uHTS (AID 1001); Alkaline phosphatase, tissue-nonspecific isozyme (Homo sapiens); purified TNAP, luminescent activation assay, no phosphate acceptor; higher activation fold means a stronger effect; activation fold at 20 µM; hits with a dose series show EC50 in µM; 0.03% of 200,000 active; in the data active means activation fold from about 3, or a potency from the dose series; inactive means the rest, 99 in 100 with activation fold below about 1.6; further: many of its hits are not listed in these tables
# RSV CPE inhibition: RSV antiviral activity via CPE protection, HEp-2 cells, primary 10 µM value included (AID 2391) | HEp-2 cells, RSV-induced CPE inhibition; higher % means a stronger effect | one-dose CPE inhibition, % at 10 µM; IC50 in µM for titrated hits | 0.13% of 310,000 active; in the data active means a potency from the dose series; further: strong numbers were not always called active
# T cell modulator: modulators of CD8 T cell-vesicle binding, primary screen, mouse 2C CD8+ T cells, flow cytometry | 2C CD8+ T cell-vesicle binding; hits give low values | calls only at 7 µM | 0.068% of 330,000 active;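 active means response, share of CD8 T cells binding vesicles, and their 90th percentile fluorescence all below set limits, cut at about 80% in these data, passing the limit was not always enough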
#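 Incubation: binding step 1.5 h, 37 °C, antibody labelling 20 min, ice; system: murine 2C transgenic CD8+ T lymphocytes; technique: cytometric PE anti-B7-1 and Alexa647 anti-CD8 signals after 1% paraformaldehyde fixation; also added: QL9-charged Drosophila Ld/ICAM-1/B7-1 vesicles; control set: naked versus QL9-loaded vesicles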
# K1F lysis inhibition: inhibition of K1F phage lysis, E. coli UTI89, bacterial capsule biogenesis inhibitors, alamar blue (AID 488966) | 0.02% of 340,000 active | inhibition, % at 100 µM, or IC50 in µM where a hit was titrated | E. coli UTI89 K1F phage lysis, alamar blue, 2 h; higher % means a stronger effect;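 active means phage lysis inhibition, versus mean bacterial control, above a set limit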;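 further: capsule biogenesis inhibitors block K1F phage lysis so surviving cells raise fluorescence; higher fluorescence means more inhibition of phage lysis; actives were called in the ten point dose series up to 300 µM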
# P. falciparum M17LAP: P. falciparum M17LAP inhibitors, primary screen, biochemical, fluorogenic H-Leu-NHMec substrate, 1536-well (AID 1619); Leucine aminopeptidase (Plasmodium falciparum (isolate 3D7)); one-dose inhibition, % at 30 µM; IC50 in µM for titrated hits; recombinant M17LAP, H-Leu-NHMec fluorogenic kinetic assay; higher % means a stronger effect; 0.38% of 220,000 active;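 active means compound inhibiting the enzyme by more than half at any dose during confirmatory dose-response retesting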;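 further: plate controls were full reaction with DMSO carrier for no effect and no enzyme background for full effect; strong numbers were not always called active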
# T cell modulator vesicle-bound %: recorded beside T cell modulator, whose call it bears; double positive events, %; measured here: CD8+ vesicle-bound cell fraction;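 binding gate set so that unloaded-vesicle control wells show 10% double positive cells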
# Starred values were filed as active, the others as inactive; i = inactive; / = no result given; [ ] = dose if it differs, or a comment. Unless noted, no stated cut-off is given here; in the data, active means inhibition above about 50%; inactive means the rest.
# Every second line gives: P. falciparum M17LAP	M1AAP inhibition	K1F lysis inhibition	PMI inhibition	RSV CPE inhibition	TNAP activators	human PMI inhibition	T cell modulator	T cell modulator vesicle-bound %	West Nile virus CPE
CC(C)(C)CNc1cc(N2CCOCC2)ccc1[N+](=O)[O-]
    -1%	7%	0.2%	16%	0.6%	0.8	7%	i	1	-1.1%
CCOC(=O)CSC1=N/C(=C\c2cc(OC)c(OC)c(OC)c2)C(=O)N1C
    7%	1%	1.1%	14%	1.2%	1.1	11%	i	55	-0.2%
CCOC(=O)Cc1csc(NC(=O)CSc2cc(Cl)ccc2Cl)n1
    14%	2%	3.3%[50 µM]	2%	0.1%	1.1	9%	i	11	0.9%
COc1ccc2c(/C=N/Nc3ccc(C(=O)O)cc3)c[nH]c2c1
    /	/	-1.8%[50 µM]	/	1.0%	/	/	i	21	1.5%
CC(=O)c1ccc(NC(=O)C(C)N(C)CC(=O)Nc2ccc(N3CCOCC3)cc2)cc1 (stereo not drawn)
    2%	-4%	0.1%	6%	-0.5%	1.1	5%	i	65	0.0%
Cc1ccc(C)c(-n2c(CNc3ccc(F)cc3)nnc2SCC(N)=O)c1
    3%	6%	0.1%	7%	1.3%	1.1	3%	i	100	0.1%
O=C(NC(Nc1ccccn1)C(Cl)(Cl)Cl)c1ccccc1 (stereo not drawn)
    0%	-3%	0.1%	8%	1.6%	1.1	6%	i	57	-0.6%
Cc1cc(C(=O)COC(=O)CC2Sc3ccccc3NC2=O)c(C)n1-c1ccccc1 (stereo not drawn)
    9%	-1%	0.3%	5%	12%	1.1	14%	i	60	-0.3%
COc1ccc(/C=N/NC(=O)c2cc(-c3ccc4c(c3)OCO4)n[nH]2)cc1OC
    0%	9%	-3.4%	-21%	0.3%	0.9	-18%	i	50	-0.3%
CC(C)(CO)NS(=O)(=O)c1ccc2c(c1)oc(=O)c1cc(S(=O)(=O)NC(C)(C)CO)ccc12
    -25%	4%	0.4%	2%	4.0%	1.1	8%	i	33	0.2%
COCCOC1CCN(C(=O)c2cc(COc3ccc(F)cc3F)on2)CC1
    /	/	0.2%	/	-1.1%	/	/	i	27	-1.0%
CN(C)/C=C1/NC(=S)NC1=O
    40%	5%	3.1%	0%	-0.5%	1.1	6%	i	16	0.4%
CC1CCN(C(=O)c2ccc(-n3cnnn3)cc2)CC1
    -12%	5%	-0.1%	-3%	21%	1.1	-2%	i	54	0.1%
Cc1ccc(OCCCCc2c(C)n[nH]c2C)cc1
    /	/	-0.5%	/	0.4%	/	/	i	17	-1.4%
CCCOc1ccc(/C(O)=C2/C(=O)C(=O)N(c3ccccn3)C2c2ccc(OC)cc2)cc1C (stereo not drawn)
    /	/	0.1%	/	0.9%	/	/	i	33	-1.0%
CC(NC(=O)C1CCC(CNc2c(N3CCOCC3)c(=O)c2=O)CC1)c1ccccc1 (stereo not drawn)
    -3%	-3%	1.2%	8%	1.1%	1	-8%	i	28	1.2%
CC(C)(C)c1ccc(-c2n[nH]c(=S)n2C2CCCC2)cc1
    -4%	3%	1.7%	-3%	4.3%	1	1%	i	49	0.6%
CCOC(=O)C1CCN(Cc2cc(=O)oc3cc(C)c(Cl)cc23)CC1
    /	/	0.1%	/	-0.1%	/	/	i	21	-0.6%
C/C(=C\C(=O)c1ccc(Br)cc1)NCc1ccccc1
    6%	2%	0.1%	15%	3.0%	1.1	13%	i	54	-0.1%
C#CC1(NC(=O)N(C)C)CCCCC1
    -2%	12%	0.3%	-5%	2.2%	1	5%	i	69	0.3%

# A different layout for some results above:
SMILES	P. falciparum M17LAP	M1AAP inhibition	K1F lysis inhibition	PMI inhibition	RSV CPE inhibition	TNAP activators	human PMI inhibition	T cell modulator	T cell modulator vesicle-bound %	West Nile virus CPE
C#CC1(NC(=O)N(C)C)CCCCC1	-2%	12%	0.3%	-5%	2.2%	1	5%	i	69	0.3%
O=C(NC(Nc1ccccn1)C(Cl)(Cl)Cl)c1ccccc1 (stereo not drawn)	0%	-3%	0.1%	8%	1.6%	1.1	6%	i	57	-0.6%

# Next section
# Every second line gives: P. falciparum M17LAP	M1AAP inhibition	K1F lysis inhibition	PMI inhibition	RSV CPE inhibition	TNAP activators	human PMI inhibition	T cell modulator	T cell modulator vesicle-bound %	West Nile virus CPE
Cc1ccc(CNC(=O)Nc2cccs2)cc1
    12%	8%	-0.3%	-14%	0.4%	1.1	-2%	i	36	0.6%
CCC(C)(C)n1nnnc1C(c1ccc(O)c(OC)c1)N1CCN(c2nc3ccccc3s2)CC1 (stereo not drawn)
    -14%	8%	0.0%	21%	2.7%	1	12%	i	32	1.4%
Cc1ccc(S(=O)(=O)NCC2NCCc3ccccc32)cc1 (stereo not drawn)
    9%	4%	2.4%	5%	-1.6%	0.9	-10%	i	63	-0.4%
Cc1ccc(NC(=O)C(=O)NCc2ccc(/C=N/NC(=O)c3c(C)nc4cc(C)ccn34)o2)cc1
    20%	7%	/	7%	4.2%	1.4	17%	i	46	-0.8%
Cc1ccc(C(=O)c2cc(C)sc2N)cc1
    1%	6%	-0.2%	-10%	1.2%	1.1	-1%	i	59	0.7%
COc1cc(C2OC(c3cc(OC)c(OC)c(OC)c3)C(C)C2C)cc(OC)c1OC (stereo not drawn)
    -7%	-3%	3.0%	3%	0.6%	1.1	9%	i	9	-0.8%
C=CCn1c(O)c(N=NC(=O)CNC(=O)c2ccco2)c2ccccc21
    -8%	5%	0.3%	14%	1.1%	1	9%	i	65	-0.7%
Cc1ccc(Sc2nnc(Cc3ccccc3)c3ccccc23)cc1
    -7%	8%	1.4%	15%	21%	1.1	13%	i	14	11%
CC(=O)Oc1ccc(N2C(=O)[C@@H]3[C@H](C2=O)[C@H]2c4ccccc4C=NN2[C@@H]3C(C)=O)cc1
    -1%	-2%	-0.1%	/	1.2%	/	/	i	56	0.3%
CCCCN1C(=O)Cc2c1nc(N)c1c(N)nc(N(CCC)CCC)c(C#N)c21
    -2%	6%	-0.4%	56%*	2.8%	1.2	22%	i	18	/
Cc1ccc(/C=N/NC(=O)c2cccnc2)o1
    44%	7%	-1.7%	2%	2.1%	0.9	2%	i	52	1.8%
CC1(C)Cc2c(sc3[nH]c(=O)n(CC(=O)NCC4CCCO4)c(=O)c23)CO1 (stereo not drawn)
    /	/	0.0%	/	1.1%	/	/	i	34	1.3%
CCOC(=O)c1cnc2[nH]c3ccccc3n2c1=O
    -118%	7%	0.7%	/	1.6%	1.1	/	i	29	-0.3%
CC(C)OC(=O)c1nnc(-c2ccccc2)nc1OC(C)C
    -1%	5%	0.4%	8%	4.1%	1	10%	i	43	-0.1%
CC1CN(C(=O)c2ccccc2)c2ccccc2NC1=O (stereo not drawn)
    -2%	-5%	8.2%	4%	0.3%	1.1	2%	i	46	0.5%
O=C(O)/C=C/C(=O)OC1CC2CCC1C2 (stereo not drawn)
    -2%	-2%	0.4%[50 µM]	/	1.2%	/	/	i	38	0.1%
COc1ccccc1N(CC(=O)NCCc1ccccc1)S(C)(=O)=O
    -4%	1%	4.0%	-12%	0.0%	1.1	-3%	i	16	-0.7%
Cc1ccc(NC(=O)C2CCCN(S(=O)(=O)c3cnc[nH]3)C2)cc1F (stereo not drawn)
    19%	4%	-3.6%	14%	1.5%	1	13%	i	39	-0.1%
CN=C1c2cc3cc(OC)ccc3n2CCN1C
    -8%	7%	-0.4%	9%	-1.5%	1.1	7%	i	35	-0.3%
Cc1c(-c2nc(N)nc(Nc3ccc(F)cc3)n2)oc2ccccc12
    15%	7%	0.2%	4%	43%	1.1	8%	i	25	0.5%

# PMI inhibition, entries above that show a hit
SMILES | P. falciparum M17LAP | M1AAP inhibition | PMI inhibition | RSV CPE inhibition | TNAP activators | human PMI inhibition | T cell modulator | T cell modulator vesicle-bound % | West Nile virus CPE
CCCCN1C(=O)Cc2c1nc(N)c1c(N)nc(N(CCC)CCC)c(C#N)c21 | -2% | 6% | 56%* | 2.8% | 1.2 | 22% | i | 18 | /

# (list continues)
# Every second line gives: P. falciparum M17LAP	M1AAP inhibition	K1F lysis inhibition	PMI inhibition	RSV CPE inhibition	TNAP activators	human PMI inhibition	T cell modulator	T cell modulator vesicle-bound %	West Nile virus CPE
CN(Cc1ccccc1)C(=O)CCCn1c(=O)c2cccn2c2cccnc21
    /	/	0.1%	/	6.6%	/	/	i	38	0.2%
CCN(CCn1cccn1)C(=O)CCc1nnc(CCc2ccccc2OC)o1
    9%	5%	0.2%	-13%	1.8%	1.1	-5%	i	48	0.2%
CCn1ccnc1CN(C)C(=O)CC1C(=O)NCCN1Cc1c(F)cccc1Cl (stereo not drawn)
    1%	13%	0.3%	7%	-0.9%	1	2%	i	50	0.4%
O=c1c2cc([N+](=O)[O-])ccc2nc2n1CCC2
    /	/	0.3%	/	0.4%	/	/	i	28	-0.7%
CCc1ccc(N2CC(C(=O)Nc3ccc(S(=O)(=O)Nc4nccs4)cc3)CC2=O)cc1 (stereo not drawn)
    /	/	0.7%	/	2.0%	/	/	i	21	-0.6%
Cc1ccc(-c2cc(C(=O)Nc3nccs3)c3ccccc3n2)o1
    12%	1%	0.4%	-29%	1.4%	1	17%	i	19	-0.7%
COc1ccc(-c2oc3cccnc3c2/C=C/c2ccc(OC)c(OC)c2)cc1
    /	/	1.1%	/	6.6%	/	/	i	17	0.8%
CCOc1ccccc1C(=O)NCCc1cnc[nH]1
    /	/	0.1%	/	1.0%	/	/	i	28	-0.3%
Cc1c(Br)c([N+](=O)[O-])nn1CC(=O)Nc1ccccn1
    4%	-1%	-0.5%[50 µM]	3%	-1.3%	1.1	8%	i	44	0.1%
COCCN(C(=S)Nc1ccc(C)cc1)C(C)c1cccnc1 (stereo not drawn)
    2%	-4%	-0.1%	0%	-1.0%	1.1	-5%	i	57	0.1%
Cc1ccc(C(=O)Nc2ccc3c(c2)OCO3)cc1
    8%	5%	-1.9%	5%	2.4%	1	7%	i	34	-0.2%
Cc1ccc(NC(=S)c2ccccc2)cc1
    2%	4%	7.3%	1%	3.2%	1	12%	i	38	0.3%
Nc1cccc(NC(=O)CN2CCOCC2)c1
    /	/	0.1%	/	0.6%	/	/	i	18	1.3%
CCOC(=O)N1CCN(C(=O)CSc2ccc(-c3cccnc3)nn2)CC1
    -6%	1%	/	-10%	-0.6%	1.1	-10%	i	49	-0.5%
Cc1ccc(C)c(NC(=O)c2cc(=O)c3ccccc3o2)c1
    11%	8%	1.6%[50 µM]	-3%	6.2%	1	-5%	i	44	-1.1%
O=c1cc(-c2ccccc2F)oc2ccccc12
    14%	-5%	0.8%	10%	4.9%	1.1	5%	i	34	0.3%
O=C(O)c1csc(-c2cccs2)n1
    13%	-8%	1.0%	-11%	1.4%	1.1	-8%	i	53	0.1%

# Screens from PubChem BioAssay.
